TCR activator = Activators of T cell receptors: qHTS campaign; primary human leukocytes, anti-CD3, IL-2 HTRF, 48 h; Potency, µM (series often up to 9.22 µM), for the others: top-dose activation of IL-2 secretion, actives largely listed as activators; 330,000 tested, under 10 active; AID 504894, 2011; also: % of control where 0% means no effect
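Using a-CD3 beads without co-stimulation, primary human leukocytes were exposed to compounds for 48 hr. An HTRF IL-2 kit measured the cytokine, with europium-to-d2 energy transfer producing emission at 665nm upon 320nm excitation.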
USP2a inh = qHTS Assay for Inhibitors of Ubiquitin-specific Protease USP2a Using CHOP2 as the Reporter | Ubiquitin carboxyl-terminal hydrolase 2 (Homo sapiens), O75604 | 330,000 tested, 0.01% active | USP2 core, Ub-CHOP2 coupled fluorogenic reporter, 485/531 | Potency, µM (doses to about 38.3 µM), without a hit: top-dose activity change, negative = inhibition, most hits filed as inhibitors;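 also: potency is read from the fitted curve at half-maximal effect; plate controls were DMSO wells for no effect and full inhibition by NEM control for full effect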
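Deubiquitinase activity read as fluorescence (485/531 nm) after Ub-CHOP2 cleavage activates the enterokinase reporter on its substrate; USP2 core 10nM, Ub-CHOP2 and substrate 25nM each, 30min compound preincubation then 60min RT; data normalized to NEM, curves fitted.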
ELG1 repair inh = qHTS screen for small molecules that inhibit ELG1-dependent DNA repair in human embryonic kidney (HEK293T) cells expressing luciferase-tagged ELG1; HEK293T ELG1-luciferase reporter, luminescence, 16 h; DNA damage induced by 5-fluorouridine; Potency, µM (titrated, usually from 46.1 µM), without a hit: at the top dose activity change, negative = inhibition, actives largely listed as inhibitors; 330,000 tested, 2.3% active; also: potency is read from the fitted curve at half-maximal effect; % is scaled to controls: 0 for no effect and ±100 for the full control effect; nearly all actives have a fitted effect of over 55% in size
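Luminescence from the luciferase reporter, measured 30 min after ONE-Glo reagent at room temperature, was the read-out. Beforehand, 2,000 cells per well were exposed for 16 hr at 37 °C to 5-fluorouridine together with compound or vehicle.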
TSHR antagonist = Antagonists of the Thyroid Stimulating Hormone Receptor: HTS campaign; Thyrotropin receptor (Homo sapiens), P16473; TSHR-expressing cells, TSH-stimulated cAMP HTRF, 2 h; active compounds read low; activity change, negative = inhibition, % at 11.5 µM; 330,000 tested, 0.2% active;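 active = activity change below a set negative limit, meaning inhibition stronger than a set level, cut at about -70% in these data; inconclusive = activity change between two set negative limits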; also: % is scaled to controls: 0 for no effect and ±100 for the full control effect
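Antagonism was scored as loss of TSH-driven cAMP in TSHR cells, stimulated with 4nM TSH (EC80) for 2 hours at 37 deg C and detected by homogeneous HTRF competition immunoassay.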
Mito fusion act = qHTS Assay for Small Molecule Inhibitors of Mitochondrial Division or Activators of Mitochondrial Fusion | S. cerevisiae fusion-defective mutant growth rescue, CellTiterGlo 48 h | Potency, µM (titrated, usually from 46.1 µM), without a hit: at the highest dose growth rescue (activation), most hits filed as activators | 320,000 tested, 0.23% active | AID 485298, 2010;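 also: potency is read from the fitted curve at half-maximal effect; % of control where 0% means no effect; nearly all actives have a fitted effect of over 45% in size; temperature-sensitive fusion mutants such as fzo1-1 at 37 °C on non-fermentable ethanol glycerol medium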
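Yeast fusion mutant, YPEG (non-fermentable carbon), compound, 48 h at 37C non-permissive; CellTiterGlo added, 10 min RT, luminescence read. Rescued growth = division inhibition.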
Eya2 phos inh = qHTS Assay for Inhibitors of the Phosphatase Activity of Eya2. Protein phosphatase EYA2 (Homo sapiens), O00167. recombinant Eya2, OMFP fluorescence dephosphorylation (OMFP is methylfluorescein phosphate). Potency, µM (highest dose often 76.9 µM), for inactives: top-dose activity, negative = inhibition, most hits filed as inhibitors. 330,000 tested, 0.006% active; also: potency is read from the fitted curve at half-maximal effect; % is scaled to controls: 0 for no effect and ±100 for the full control effect
Target sequence (O00167 whole entry, looked up): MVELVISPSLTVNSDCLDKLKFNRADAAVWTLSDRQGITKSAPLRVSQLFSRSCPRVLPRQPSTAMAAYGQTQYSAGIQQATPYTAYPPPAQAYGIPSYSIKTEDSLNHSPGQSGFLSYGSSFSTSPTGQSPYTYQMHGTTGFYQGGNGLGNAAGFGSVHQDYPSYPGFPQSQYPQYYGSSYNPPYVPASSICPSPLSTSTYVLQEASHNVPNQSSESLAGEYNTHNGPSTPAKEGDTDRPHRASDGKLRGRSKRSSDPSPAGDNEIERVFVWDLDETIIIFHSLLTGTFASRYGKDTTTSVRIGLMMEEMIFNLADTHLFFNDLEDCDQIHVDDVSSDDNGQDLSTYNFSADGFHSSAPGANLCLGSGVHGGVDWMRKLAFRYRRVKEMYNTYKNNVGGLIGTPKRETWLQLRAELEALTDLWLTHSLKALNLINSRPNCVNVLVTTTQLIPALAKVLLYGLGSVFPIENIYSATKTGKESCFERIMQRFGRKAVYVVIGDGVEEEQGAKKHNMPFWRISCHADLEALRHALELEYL
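Eya2 (0.2 uM) preincubated 10 min at ambient with compound, then OMFP substrate added at 50 uM; 10 min reaction in 50 mM HEPES pH 7.5, 50 mM NaCl, 5 uM MgCl2, 0.05% BSA, 1 mM DTT. Fluorescence read at Ex 485/Em 525 nm.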
KCNH2 WT inh = qHTS for Inhibitors of KCHN2 3.1: Wildtype qHTS; AID 720551, 2013; U2OS, BacMam KCNH2, thallium flux FluxOr; active compounds read low; activity change, % at 1.84 µM; Voltage-gated inwardly rectifying potassium channel KCNH2 (Homo sapiens), Q12809; 340,000 tested, 0.37% active;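 active = maximum activity change below -70%; inconclusive = maximum activity change between -70% and -50%; inactive = maximum activity change above -50%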; also: % is scaled to controls: 0 for no effect and ±100 for the full control effect
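U2OS cells transduced with wild-type KCNH2 virus are loaded with FluxOr dye for 45 min, and thallium flux is measured in kinetic reads before and after stimulation buffer. Rate constants are normalized to DMSO controls.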
AT treatment = qHTS Assay for Identifying a Potential Treatment of Ataxia-Telangiectasia | […] A-T fibroblasts, KAP-1 phosphorylation AlphaLISA; neocarzinostatin DNA damage 30 min before lysis | 320,000 tested, 0.19% active | Potency, µM (highest dose often 57.5 µM), for the others: at the highest dose activation, usual class: activators; also: potency is read from the fitted curve at half-maximal effect; % of control where 0% means no effect; nearly all actives have a fitted effect of over 45% in size
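hTERT-immortalized A-T patient fibroblasts ([…]), 500 cells/well in OPTI-MEM, 1% FBS, got compounds for 60 min, then NCS for 30 min at 37C. Lysates were then assayed for phospho-KAP-1 by AlphaLISA (anti-pKAP1 donor, anti-KAP1 acceptor beads), 6 hr at 25C.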
KCNH2 3.1 block = qHTS for Inhibitors of KCHN2 3.1: Mutant qHTS | activity change, % (tested at about 1.8 µM) | 340,000 tested, 0.95% active | U2OS KCNH2 3.1, thallium flux FluxOr; active compounds read low | Potassium voltage-gated channel subfamily H member 2, brain isoform KCNH2 3.1 (human);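 active = maximum activity change below -70%; inconclusive = maximum activity change from -70% to -50%; inactive = maximum activity change above -50%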;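 also: thallium influx rate constant from kinetic fluorescence after stimulation buffer; % is scaled to controls: 0 for no effect and ±100 for the full control effect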
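U2OS cells transduced with KCNH2 3.1 mutant virus (1.77 x 10^8 /mL, 4 h), plated overnight at 37 C, loaded 45 min with FluxOr dye plus Red40 quencher. Thallium flux rate constant from kinetic reads after stimulation buffer, normalised to controls.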
TRPV1 agonist = HTS Assay for Compounds that Act as Agonists of the Vanilloid Receptor 1; AID 540275, 2011; 320,000 tested, 0.19% active; TRPV1-expressing cells, Fluo-8 calcium influx, agonist mode; activation, % at 8.33 µM; Transient receptor potential cation channel subfamily V member 1 (Homo sapiens), Q8NER1; in the data active = activation above about 80%; inconclusive = between about 30% and that limit; also: 0% is about no effect
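TRPV1-expressing cells were cultured overnight at 35.5C and loaded with Fluo-8 calcium dye for 40 to 90 min at room temperature. After a 10 s baseline, compound was added and calcium influx was read kinetically for 3 min (ex 480/em 520 nm).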
* = called active by the depositor; i = inactive; u = inconclusive; x = not tested or not shown; [ ] = dose if it differs, or a comment. Unless noted, calls follow the shape of the dose curve; as a rule, active = well fitted curve in the direction sought with a large enough effect; inconclusive = small, poorly fitted or top-dose-only effect, or another doubt; inactive = no such curve, though single readings can be large; an effect the other way counts as inactive or inconclusive.

SMILES	TCR activator	USP2a inh	ELG1 repair inh	TSHR antagonist	Mito fusion act	Eya2 phos inh	KCNH2 WT inh	AT treatment	KCNH2 3.1 block	TRPV1 agonist
CC(C)n1ncc2c(C(=O)NCCc3ccc(S(N)(=O)=O)cc3)cc(C3CC3)nc21	0%	1%	-22%	-8	-16%	6%	-7	-1%	1	u
Cc1nc2sc(C(c3ccco3)N3CCN(c4ccccc4)CC3)c(O)n2n1 (stereo not drawn)	5%	3%	-3%	20	4%	-10%	6	x	8	2
O=C(/C=C/c1ccc2c(c1)OCO2)Nc1nc2ccc(F)cc2s1	-4%	4%	u	-4	-2%	3%	1	-4%	-1	-3
CC1CN(/C(=N\S(=O)(=O)c2ccccc2)c2ccccc2)CC(C)O1 (stereo not drawn)	1%	-1%	0%	0	2%	0%	10	0%	17	-2
COc1ccc(S(=O)(=O)N2CCCC(C(=O)NCc3ccncc3)C2)cc1 (stereo not drawn)	-2%	-2%	u	1	8%	5%	-1	0%	16	-2
COc1cccc(NC(=O)C2CC(=O)N/C(=N/NC(=O)c3ccc(C)cc3)S2)c1 (stereo not drawn)	3%	8%	8%	-3	2%	17%	1	2%	0	-1
Nc1sc(-c2ccccc2)c(Cc2ccccc2)c1C(=O)O	-2%	-5%	-7%	0	18%	1%	9	-1%	-1	2
Cc1cc(C)n2nc(C(=O)OCC(=O)N(C)CC(=O)Nc3ccccc3Cl)nc2n1	-4%	-2%	3%	1	-3%	2%	-3	10%	-1	-8
Cn1nc(-c2ccc(N3CCN(CCO)CC3)c([N+](=O)[O-])c2)c2ccccc2c1=O	-2%	3%	u	11	-4%	2%	i	0%	18	2
O=C(NCCN1C(=O)S/C(=C/c2cccnc2)C1=O)C1CC(=O)N(Cc2ccccc2)C1 (stereo not drawn)	-3%	-1%	-5%	-9	-4%	-1%	x	-10%	2	0
CCCN(CC1COc2ccccc2O1)C(=S)Nc1ccc(C)cc1 (stereo not drawn)	0%[46.1 µM]	5%	12%	-13	20%	5%	-9	-2%	-2	16
CCOCC(=O)Nc1ccc(-c2cn3cccnc3n2)cc1	6%	3%	30%	14	2%	-4%	-10	5%	-1	-5
CCN(CC(=O)Nc1cc(Cl)ccc1C)C(=O)CCS(=O)(=O)c1ccc(Cl)cc1	1%	4%	-15%	-8	2%	-12%	-12	-4%	18	3
Cc1ccc(S(=O)(=O)N/N=C/c2ccc(OCC(=O)Nc3ccccc3Cl)cc2)cc1	3%	-10%	6%	-9	0%	-14%	-7	-10%	8	4
Cc1ccc(NC(=O)CSc2ncn[nH]2)cc1	3%	0%	25%	-4	-4%	-8%	-7	0%	8	0
CC(=O)C1=C(O)C(=O)N(c2cc(C(C)(C)C)on2)C1c1ccc(C(C)C)cc1 (stereo not drawn)	9%	1%	0%	-23	3%	-4%	-4	0%	-13	4
N#Cc1cc2cc3c(cc2nc1N1CCOCC1)OCO3	-1%	1%	u	5	4%	-5%	3	9%	-1	6
Cc1nc2c(C(F)(F)F)cccc2c2c1CCS2	11%	-4%	3%	53	3%	1%	9	22%	-11	-9
O=C(Cn1sc2ccccc2c1=O)NC12CC3CC(CC(C3)C1)C2	-1%	1%	u	-29	-35%[inhibitor]	19%	5	-6%	-34	21
COc1ccc(NC(=O)COC(=O)c2c3c(nc4ccccc24)CCCC3)cc1Cl	3%	0%	18µM*	-21	-1%	-17%	-2	-2%	-15	2
O=C(c1ccc(F)cc1)N1CCN(c2ccc([N+](=O)[O-])c(N3CCOCC3)c2)CC1	-5%[46.1 µM]	0%	-12%	-2	6%	-2%	-7	1%	5	23
CC(C)NC(=O)Nc1cccc(Cl)c1	-2%	-1%	18%	4	1%	-2%	-1	-6%	12	u
Cn1cccc1C(=O)NCCc1ccccc1	-11%	-2%	u	6	1%	9%	16	-6%	11	6
CC(C)c1cc(-c2cc(-c3ccc(Cl)cc3)on2)nc(NCC2CC2)n1	3%	6%	16%	-1	-27%	0%	-8	3%	-2	2
NCCCC[C@H]1NC(=O)[C@H](CCC(=O)O)NC(=O)c2cc([N+](=O)[O-])cc(I)c2OCC[C@@H](C(N)=O)NC1=O	-19%	0%	0%	-1	1%	3%	x	-4%	x	0
CCN1CCN(CCNC(=O)CCCn2nc(C)c3c(C)n(-c4ccc(C)cc4)nc3c2=O)CC1	14%	1%	1%	15	-3%	6%	0	7%	-6	-2
O=C(CC1C(=O)NCCN1Cc1ccccc1C(F)(F)F)NCCc1ccccn1 (stereo not drawn)	-1%	4%	0%	8	3%	1%	-3	1%	-4	-4
C#CCN1c2ccccc2Sc2cccnc21	-4%	3%	-3%	-5	-14%	-13%	-3	-4%	-5	1
Cc1cccc(CN2C(=O)c3ccccc3S(=O)(=O)c3ccc(C(=O)NCCCN4CCCC4)cc32)c1	6%	-7%	14%	3	13%	10%	13	4%	-5	-1
COc1ccc(N(CC(=O)NC2CCCC2)C(=O)CS(=O)CC(=O)Nc2ccc3c(c2)OCO3)cc1 (stereo not drawn)	4%	1%	1%	-12	5%	8%	-7	-2%	8	0
O=[N+]([O-])c1cccc(/C=N/NC2CCS(=O)(=O)C2)c1 (stereo not drawn)	-6%	0%	u	2	-1%	-6%	1	-2%	-10	0
Cc1c(C(=O)N2CCCC2)c(S(=O)(=O)N2CCN(c3ccccc3F)CC2)c(C)n1C	3%	2%	1%	1	1%	-12%	5	3%	6	0
Cc1nc(-c2coc3cc(OCC(=O)O)ccc3c2=O)cs1	-2%	0%	12%	10	-5%	7%	-10	-3%	-1	-7
COc1cc(S(=O)(=O)N(Cc2cccnc2)Cc2ccco2)ccc1-n1cnnn1	7%	1%	-23%	-6	-2%	-1%	3	3%	-13	-1
COC(=O)/C=C1\SC(N2CCOCC2)=C(c2ccc(OC)cc2)C1=O	8%	2%	-7%	-11	8%	-16%	-9	-8%	8	-1
CC(C)OC(=O)c1ccc(OC(=O)c2cccnc2)cc1	2%	1%	u	12	13%	-3%	1	5%	8	-4
Cc1nn(C(C)C(=O)N2CCCCC2)c(=O)c2c1sc1ccccc12 (stereo not drawn)	-2%	1%	3%	15	4%	4%	10	0%	14	2
CCCCN(C(=O)CC1CCCC1)c1c(N)n(CCCC)c(=O)[nH]c1=O	18%	3%	13%	6	-1%	6%	-6	8%	-4	-1
Oc1ccc(/C=N/n2c(COc3ccccc3)n[nH]c2=S)c(O)c1	4%	-4%	11%	-1	-2%	-13%	-6	-11%	-9	3
CCC(=O)Nc1ccc(NC(=S)Nc2ccccc2)cc1	2%[46.1 µM]	2%	-2%	3	-4%	4%	-5	-3%	2	1
Cc1ccc(-c2ccc(SCC(=O)N3CCCc4ccccc43)nn2)cc1	-4%[46.1 µM]	3%	u	2	u	-6%	x	10%	x	13
CCOC(=O)C1(CCCc2ccccc2)CCN(C(=O)CCn2cnnn2)CC1	3%	0%	0%	9	2%	-9%	2	2%	4	16
CCC(C)[C@H](NC(=O)NCc1cccnc1)C(=O)OC (stereo partly drawn)	-4%	0%	-4%	-1	1%	u	-13	5%	-26	-3
O=C(CSc1n[nH]c(-c2cccs2)n1)N1CCOCC1	3%	-1%	u	5	x	-4%	-4	8%	-15	x
COCCNC(=O)Cn1c(=O)oc2cc(S(=O)(=O)N3CC(C)CC(C)C3)ccc21 (stereo not drawn)	1%	0%	20%	4	1%	4%	0	-3%	34	-1
Cc1ccc(C)c(NC(=O)CN(C)C(=O)c2ccc(-c3cccc(C(F)(F)F)c3)o2)c1	5%	1%	-26%	-6	19%	-22%	6	-3%	11	28
Cc1ccc(NC(=O)CNC(=O)c2ccc3c(c2)OCO3)nc1	-5%	4%	5%	2	0%	-5%	11	6%	-22	0
CCOC(=O)C1=C(COC(=O)CCOc2ccccc2C)NC(=O)NC1C (stereo not drawn)	0%	-1%	14%	2	4%	-19%	3	-2%	-6	2

Screening data from PubChem.

A portion of the library, so the mix of outcomes need not match the whole.
